Assay outcomes (PubChem BioAssay)
Abeta yeast res – qHTS for compounds that reverse cellular toxicity of Amyloid beta (A-beta) peptide in yeast: Primary Screen; yeast expressing A-beta42, growth rescue, OD600, 48 h; response scale: 0% DMSO, 100% iron-clioquinol control; 410,000 tested, 0.063% active; Potency, µM (series often up to 46.1 µM), for the others: at the highest dose growth rescue, usual class: activators; also: potency is read from the fitted curve at half-maximal effect; nearly all actives have a fitted effect of over 55% in size
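Yeast growth medium received pinned compounds, then yeast cells expressing toxic A-beta were added; plates incubated at 30 C for 48 hr. Growth read as absorbance at 600 nm, normalized to DMSO and equimolar FeCl3 plus clioquinol controls.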
PTHR1 ag – qHTS for PTHR1 Agonists: Primary Screen. Potency, µM (highest dose often 115 µM), inactives show top-dose activation, usual class: activators. 410,000 tested, 0.075% active. HEK293 GP2 PTHR1 cells, GloSensor cAMP luminescence, 1 h; also: potency is read from the fitted curve at half-maximal effect; nearly all actives have a fitted effect of over 55% in size; some results filed as inactive show a strong effect at the top dose; inactives centre near -15; many of its hits are not listed in these tables
Target sequence (Q03431 whole entry, looked up): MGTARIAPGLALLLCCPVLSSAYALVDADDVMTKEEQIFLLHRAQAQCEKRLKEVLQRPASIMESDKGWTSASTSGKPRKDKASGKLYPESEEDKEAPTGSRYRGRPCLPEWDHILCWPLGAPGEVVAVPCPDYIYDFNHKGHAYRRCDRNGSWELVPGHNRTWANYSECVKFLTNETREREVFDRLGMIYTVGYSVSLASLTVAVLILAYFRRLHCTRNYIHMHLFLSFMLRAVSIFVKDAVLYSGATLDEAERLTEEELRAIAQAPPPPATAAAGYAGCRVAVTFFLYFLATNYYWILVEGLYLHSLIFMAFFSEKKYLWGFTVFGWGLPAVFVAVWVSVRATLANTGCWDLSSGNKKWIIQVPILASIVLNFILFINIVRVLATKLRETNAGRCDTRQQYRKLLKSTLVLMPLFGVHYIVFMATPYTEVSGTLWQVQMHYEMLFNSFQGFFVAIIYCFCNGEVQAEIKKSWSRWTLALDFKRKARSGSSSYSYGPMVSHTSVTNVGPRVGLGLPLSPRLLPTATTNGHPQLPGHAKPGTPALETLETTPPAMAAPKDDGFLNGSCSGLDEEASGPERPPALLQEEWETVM
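HEK-293-derived GP2 cells expressing PTHR1 and a GloSensor cAMP reporter, 3,000/well, plated overnight, given luciferin plus IBMX (each 0.5 mM as added) for 1 h at 37 °C, then compound for 1 h at 37 °C. Luminescence was read after 15 min at room temperature.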
GLP-1R inv ag – qHTS of GLP-1 Receptor Inverse Agonists (Inhibition Mode); 410,000 tested, 1.6% active; HEK293 GLP-1R CRE-luciferase, luminescence, 24 h; GLP-1R form is constitutively active; Potency, µM (highest dose often 38.3 µM), for the others: top-dose activity change, negative = inhibition, usual class: inhibitors; Glucagon-like peptide 1 receptor (Homo sapiens), P43220; AID 624417, 2012; also: potency is read from the fitted curve at half-maximal effect; % is scaled to controls: 0 for no effect and ±100 for the full control effect; nearly all actives have a fitted effect of over 55% in size
Target sequence (P43220 whole entry, looked up): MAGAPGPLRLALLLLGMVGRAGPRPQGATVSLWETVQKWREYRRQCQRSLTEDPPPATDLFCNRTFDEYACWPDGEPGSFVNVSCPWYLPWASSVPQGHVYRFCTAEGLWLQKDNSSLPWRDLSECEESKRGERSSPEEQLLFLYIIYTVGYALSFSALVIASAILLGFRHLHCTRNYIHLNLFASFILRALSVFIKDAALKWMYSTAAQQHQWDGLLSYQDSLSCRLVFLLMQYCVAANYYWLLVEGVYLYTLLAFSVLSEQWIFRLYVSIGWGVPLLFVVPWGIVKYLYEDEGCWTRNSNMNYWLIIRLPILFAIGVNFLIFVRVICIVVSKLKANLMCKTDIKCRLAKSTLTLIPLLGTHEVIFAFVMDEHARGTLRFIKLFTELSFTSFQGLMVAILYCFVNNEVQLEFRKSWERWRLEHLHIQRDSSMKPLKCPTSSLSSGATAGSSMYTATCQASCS
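HEK293 cells stably co-expressing constitutively active GLP-1R and a cAMP-responsive luciferase reporter were seeded in DMEM with 10% Nu serum, given compounds after 12 h, and incubated 24 h at 37 deg C. Luminescence was then read.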
aSyn rescue – qHTS of alpha-syn Inhibitors | Yeast expressing alpha-synuclein, growth rescue, BacTiter-Glo, 24 h | Potency, µM (titrated, usually from 46.1 µM), inactives show top-dose growth rescue (activation), usual class: activators | 370,000 tested, 0.14% active | AID 652106, 2013; also: potency is read from the fitted curve at half-maximal effect; % of control where 0% means no effect; nearly all actives have a fitted effect of over 65% in size
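Rescue of yeast growth: cells expressing toxic alpha-synuclein, induced in galactose at OD600 0.02, incubated with compound 24 h at 30 C. ATP luminescence quantified growth; inhibitors of toxicity appear as activators.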
FUS yeast rescue – qHTS for Suppressors of FUS Proteinopathy: Primary screen using FUS-linked yeast assay; Potency, µM (highest dose often 76.6 µM), for inactives: at the top dose growth rescue (activation), actives largely listed as activators; 390,000 tested, 0.24% active; AID 1347120, 2019; S. cerevisiae FUS-expressing, growth rescue, OD600, 24 h;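 also: potency is read from the fitted curve at half-maximal effect; plate controls were DMSO vehicle for no effect and reference control for full effect; nearly all actives have a fitted effect of over 55% in size; some results filed as inactive show a strong effect at the top dose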
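FUS-expressing yeast, raffinose-pregrown, induced in 2% galactose minimal medium at OD 0.005; compounds in a dilution series, 24hr at 30C. Growth restoration read as absorbance at 600 nm. CP55940 positive control, DMSO negative.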
Akt phos inh – HTS Assay for Inhibitors of Akt Phophorylation: Primary Screen; Neuro2A IGF-stimulated pAkt S473 HTRF, 20 min; stronger effect = lower value; activity change, % for hits at 50 µM; 360,000 tested, 0.32% active; AID 651550, 2012; in the data active = activity change below about -80%; inconclusive = mostly about -51% to -80%; also: % is scaled to controls: 0 for no effect and ±100 for the full control effect
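Neuro2A cells in DMEM with 0.5% FBS, overnight at 37 deg C, given compound at single 50 µM final, then IGF (6 nM final) for 20 min at 37 deg C. Lysed; phospho-Akt Ser473 by HTRF after 24 h, 665/615 ratio.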
TDP-43 yeast inh – qHTS of TDP-43 Inhibitors | 410,000 tested, 1.8% active | TDP-43 expressing yeast growth rescue, BacTiter-Glo, 24 h | Potency, µM (highest dose often 46.1 µM), for inactives: at the highest dose growth rescue (activation), actives largely listed as activators; also: potency is read from the fitted curve at half-maximal effect; % of control where 0% means no effect; nearly all actives have a fitted effect of over 50% in size
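Yeast expressing TDP-43 (pregrown in raffinose, seeded at OD600=0.02 in galactose medium) exposed to compounds 24 hr at 30 deg C. Growth read by BacTiter-Glo luminescence; rescue of toxicity appears as increased signal.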
HEK293 tox – qHTS of GLP-1 Receptor Inverse Agonists: Cytotox Screen; HEK293 cAMP-luciferase reporter cells, luminescence, 24 h; Potency, µM (titrated, usually from 38.3 µM), inactives show top-dose activity change, negative = inhibition, hits mostly inhibitors; 410,000 tested, 0.13% active;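 also: loss of luciferase light is scored as toxicity; potency is read from the fitted curve at half-maximal effect; % is scaled to controls: 0 for no effect and ±100 for the full control effect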
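Here, cytotoxicity is scored as loss of luminescence. The MLSMR collection was tested on cells seeded in medium containing 10% Nu serum, with a 24 hr compound exposure preceded by 12 hours of culture.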
MmCpn inh – Inhibitors of TCP-1 ring complex (TRiC) of Methanococcus maripaludis (MmCpn): qHTS | Chaperonin Mm-Cpn (Methanococcus maripaludis) | purified Mm-Cpn ATPase, ADP Transcreener TR-FRET | Potency, µM (highest dose often 76.9 µM), for inactives: at the highest dose activity, negative = inhibition, actives largely listed as inhibitors | 330,000 tested, 0.031% active | AID 504842, 2011; also: potency is read from the fitted curve at half-maximal effect; % is scaled to controls: 0 for no effect and ±100 for the full control effect; nearly all actives have a fitted effect of over 80% in size
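ATP (10 uM final) was added to archaeal chaperonin (25 nM final) after 10 min exposure to test compound at 37°C; after 30 min further incubation, ADP was detected by competitive TR-FRET.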
Active calls of the source: *; i = inactive; ? = inconclusive; . = not tested or not shown; [ ] = dose if it differs, or a comment. Unless noted, calls follow the shape of the dose curve; as a rule, active = well fitted curve in the direction sought with a large enough effect; inconclusive = small, poorly fitted or top-dose-only effect, or another doubt; inactive = no such curve, though single readings can be large; an effect the other way counts as inactive or inconclusive. Not all compounds are listed (hit frequency here may not be typical).

Values in the order – Abeta yeast res	PTHR1 ag	GLP-1R inv ag	aSyn rescue	FUS yeast rescue	Akt phos inh	TDP-43 yeast inh	HEK293 tox	MmCpn inh
CCCCC1CC(/C(C)=N/NC(N)=O)OC1=O (stereo unspecified)
    2%	-10%	13%	4%	-24%	i	2%	0%	0%
C#CCOC(=O)c1cc(Cl)c(=O)n(Cc2ccc(Cl)cc2Cl)c1
    -10%	-17%	?	8%	6%	i	20µM*	-32%	1%
COc1ccc(CCN2C(=O)CN(C3CCC(C)CC3)C(=O)C2c2ccc(OC(C)C)c(OC)c2)cc1OC (stereo unspecified)
    -11%	i	11%	.	24%	.	-16%	-10%	.
N[C@@H](CO)c1nnc([C@H](Cc2ccc(O)cc2)NC(=O)C2CCNCC2)o1
    8%	-21%	6%	0%	1%	i	6%	-1%	.
COc1ccc(/C=N/NC(=O)C2COc3ccccc3O2)cc1OC (stereo unspecified)
    -3%	i	48%[activator]	2%	8%	i	-5%[9.22 µM]	-4%	1%
COC(=O)c1ccc(OCC(O)CN2C(=O)c3ccccc3S2(=O)=O)cc1 (stereo unspecified)
    -18%	-12%	2%[7.66 µM]	-11%	38%	i	-5%[9.22 µM]	-5%[7.66 µM]	3%
CCOc1cc(C=O)c(Br)cc1OC1CCCC1
    -14%	i	?	-20%	2%	i	-19%	-17%	-1%
O=C(COC(=O)CNC(=O)c1cccs1)Nc1ccccc1C(F)(F)F
    -6%	-17%	12%	-5%	-20%	i	11%	-1%	1%
O=C(O)C[C@H]1c2ccc(C(F)(F)F)cc2S(=O)(=O)N1Cc1ccccc1
    0%	-27%	9%	8%	-17%	i	-14%	2%	.
COc1ccc(NC(=O)CN(C)C(=O)CNC(=O)c2ccc(C)s2)cc1
    3%	i	-2%	-1%	1%	i	-8%	-2%	1%
C[C@@H]1CN([C@@H](C)CO)C(=O)CCCn2cc(nn2)CO[C@H]1CN(C)S(=O)(=O)c1ccc(C#N)cc1
    -4%	-12%	5%	1%	-4%	i	15%	16%	.
Cc1ccc([N+](=O)[O-])cc1S(=O)(=O)Nc1cccc(S(=O)(=O)Nc2ccccc2C(=O)O)c1
    3%	-5%	-10%	6%	.	i	10%	1%	0%
COc1ccc(NC(=O)Cn2cc(C#N)c3ccccc32)cc1
    9%	-4%	11%[7.66 µM]	-5%	15%	i	3%	-5%[7.66 µM]	0%
O=C(CSc1ccc(C(F)(F)F)cc1[N+](=O)[O-])Nc1ccccc1
    11%	i	10%	-1%	-27%	i	-8%	-15%	1%
NC(=O)N/N=C/c1ccc(N2CCOCC2)s1
    -12%	-9%	22%	-2%	45%	i	-7%	27%	-1%
CC1(C(=O)Nc2ccc(Cl)c(Cl)c2)CCN1C(=O)CC(c1ccccc1)c1ccccc1 (stereo unspecified)
    5%	i	?	6%	17%	i	0%	-2%	.
O=C(Cn1cnc2c(nnn2-c2ccc(F)cc2)c1=O)NCc1ccco1
    -7%	i	0%	0%	33%	i	-24%	8%	2%
N#Cc1ccc(C(=O)Nc2cc3nn(-c4ccccc4)nc3cc2Cl)c(F)c1
    -15%	i	4%	-1%	-18%	.	3%	-11%	.
CN(C)S(=O)(=O)N1CCN(c2ccc([N+](=O)[O-])c(NC3CC3)c2)CC1
    -20%	-16%	59%[activator]	-1%	23%	i	-21%[1.82 µM]	-28%	3%
COc1ccccc1CNC(=O)COc1ccccc1C
    12%	i	?	-1%	9%	i	?	16%	3%

7 compounds out of the list, arranged by molar mass, lowest first:
Values in the order – Abeta yeast res	PTHR1 ag	GLP-1R inv ag	aSyn rescue	FUS yeast rescue	Akt phos inh	TDP-43 yeast inh	HEK293 tox	MmCpn inh
NC(=O)N/N=C/c1ccc(N2CCOCC2)s1
    -12%	-9%	22%	-2%	45%	i	-7%	27%	-1%
COc1ccc(NC(=O)Cn2cc(C#N)c3ccccc32)cc1
    9%	-4%	11%[7.66 µM]	-5%	15%	i	3%	-5%[7.66 µM]	0%
O=C(CSc1ccc(C(F)(F)F)cc1[N+](=O)[O-])Nc1ccccc1
    11%	i	10%	-1%	-27%	i	-8%	-15%	1%
O=C(Cn1cnc2c(nnn2-c2ccc(F)cc2)c1=O)NCc1ccco1
    -7%	i	0%	0%	33%	i	-24%	8%	2%
N#Cc1ccc(C(=O)Nc2cc3nn(-c4ccccc4)nc3cc2Cl)c(F)c1
    -15%	i	4%	-1%	-18%	.	3%	-11%	.
CC1(C(=O)Nc2ccc(Cl)c(Cl)c2)CCN1C(=O)CC(c1ccccc1)c1ccccc1 (stereo unspecified)
    5%	i	?	6%	17%	i	0%	-2%	.
Cc1ccc([N+](=O)[O-])cc1S(=O)(=O)Nc1cccc(S(=O)(=O)Nc2ccccc2C(=O)O)c1
    3%	-5%	-10%	6%	.	i	10%	1%	0%

Laid out differently: results already given
SMILES	Abeta yeast res	PTHR1 ag	GLP-1R inv ag	aSyn rescue	FUS yeast rescue	Akt phos inh	TDP-43 yeast inh	HEK293 tox	MmCpn inh
COc1ccc(NC(=O)Cn2cc(C#N)c3ccccc32)cc1	9%	-4%	11%[7.66 µM]	-5%	15%	i	3%	-5%[7.66 µM]	0%
O=C(CSc1ccc(C(F)(F)F)cc1[N+](=O)[O-])Nc1ccccc1	11%	i	10%	-1%	-27%	i	-8%	-15%	1%

Further compounds:
Values in the order – Abeta yeast res	PTHR1 ag	GLP-1R inv ag	aSyn rescue	FUS yeast rescue	Akt phos inh	TDP-43 yeast inh	HEK293 tox	MmCpn inh
COc1ccc(-c2ocnc2C(=O)NCc2nn(-c3ccccc3)nc2C)cc1
    -11%	-48%[inhibitor]	10µM*	-1%	13%	i	4%	3%	-5%
CCN1C(=O)c2ccccc2S(=O)(=O)c2ccc(C(=O)NCc3ccccc3)cc21
    0%	-5%	8%	.	42%	.	9%	4%	.
NS(=O)(=O)c1ccc(CNC(=O)CCS(=O)(=O)Cc2ccccc2)cc1
    7%	-11%	8%	1%	6%	i	-17%	-7%	2%
COc1cccc(CNC(=O)c2c(O)nc3ccccn3c2=O)c1
    0%	30%	-3%	.	-22%	.	-53%[inhibitor]	-3%	.
Cc1ccc(S(=O)(=O)c2cc(OC(=O)c3ccco3)ccc2OC(=O)c2ccco2)cc1
    9%	i	2%	7%	16%	i	-10%	10%	0%
CN(Cc1ccccc1)S(=O)(=O)c1ccc2c(c1)n(C)c(=O)c(=O)n2C
    -7%	-25%	-31%	3%	19%	i	15%	-17%	-1%
COc1ccc(-n2nc([N+](=O)[O-])c(=NCCc3ccc(Cl)cc3)n2O)cc1
    -6%	i	-3%	9%	-4%	i	4%	?	1%
O=S(=O)(c1ccc(Cl)cc1)N1CCN(S(=O)(=O)N2CCCCCC2)CC1
    -5%	0%	-2%	3%	8%	i	-20%	2%	1%
O=C(O)/C(=C\c1cccc(OCc2ccccc2)c1)c1ccc(F)cc1
    -6%	-3%	-6%	2%	-9%	i	-15%	4%	3%
N#CCn1nnc(-c2ccc3c(c2)OCO3)n1
    7%	10%	?	-9%	21%	i	8%	-6%	0%
CCCCC(=O)NC(Nc1nc(C2CC2)cs1)(C(=O)OCC)C(F)(F)F (stereo unspecified)
    22%	i	?	2%	23%	i	-9%	-6%	-1%
CCOC(=O)C1CCN(C2CC(=O)N(c3ccc(OCC)cc3)C2=O)CC1 (stereo unspecified)
    -93%[inhibitor]	i	9%	-12%	1%	i	-74%[inhibitor]	-10%	-1%
Cc1cc(=O)oc2cc(OCC(=O)N3CCN(C(=O)C4COc5ccccc5O4)CC3)ccc12 (stereo unspecified)
    15%	-49%[inhibitor]	-16%	17%	5%	i	6%	-2%	1%
CC1CCc2c(sc(NC(=O)CSc3nc(N)cc(=O)[nH]3)c2C(N)=O)C1 (stereo unspecified)
    9%	14%	128%[activator]	0%	41%	i	24%	6%	-1%
O=C1c2ccccc2-c2nccnc21
    -10%	-24%	-24%	0%	5%	i	-9%	-19%	-2%
CC1(C)OC2C(O1)[C@@H](CO)O[C@H]2n1cnc2c(N)ncnc21 (stereo partly specified)
    -4%	i	0%	-18%	-20%	i	0%	-7%	0%
O=C(c1ccc(S(=O)(=O)N2CCCCCC2)cc1)N1CCCC(C(F)(F)F)C1 (stereo unspecified)
    -14%	-15%	-27%	-8%	8%	i	5%	21%	1%
c1ccc(COC2CCCN(Cc3nc(-c4cnccn4)no3)C2)nc1 (stereo unspecified)
    -7%	i	10%	3%	-9%	i	8%	-8%	-1%
CC(=O)c1cccc(NC(=O)NCCc2ccc(Cl)cc2)c1
    7%	i	?	-6%	5%	i	6%	-11%	0%
CCN(CC(=O)NC1CCS(=O)(=O)C1)S(=O)(=O)c1ccc(Cl)cc1C(F)(F)F (stereo unspecified)
    16%	i	-13%	0%	15%	i	5%	15%	-1%
COc1ccc(-c2nnc3n2N(C(C)=O)C(c2ccc(Cl)c(Cl)c2)=C(C(C)=O)S3)cc1
    -36%[inhibitor]	-11%	7%	.	-4%	.	13%	1%	.
CCOc1ccc2[nH]c(C(=O)N/N=C/c3ccccc3OC)cc2c1
    -16%	i	?	-2%	?	i	-8%	-28%	1%
